Source: PubChem (Broad Institute)
E-sel inducer = induces E-selectin expression in human endothelial cells; P16581; HUVEC E-selectin immunofluorescence imaging; normalized: neutral wells 0, TNF-alpha wells 100; activation, % at 7.58 µM; hit rate 0.37% among 260,000;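 active = mean E-selectin-positive cell signal at least 10% of the positive control, reached in at least 60% of replicates, without over 20% cell loss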;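 note: in these data hits start at about 27%; measured in HUVEC primary endothelial cells; signal is the percent of cells scored E-selectin positive by PE staining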
Target sequence (P16581 whole entry, looked up): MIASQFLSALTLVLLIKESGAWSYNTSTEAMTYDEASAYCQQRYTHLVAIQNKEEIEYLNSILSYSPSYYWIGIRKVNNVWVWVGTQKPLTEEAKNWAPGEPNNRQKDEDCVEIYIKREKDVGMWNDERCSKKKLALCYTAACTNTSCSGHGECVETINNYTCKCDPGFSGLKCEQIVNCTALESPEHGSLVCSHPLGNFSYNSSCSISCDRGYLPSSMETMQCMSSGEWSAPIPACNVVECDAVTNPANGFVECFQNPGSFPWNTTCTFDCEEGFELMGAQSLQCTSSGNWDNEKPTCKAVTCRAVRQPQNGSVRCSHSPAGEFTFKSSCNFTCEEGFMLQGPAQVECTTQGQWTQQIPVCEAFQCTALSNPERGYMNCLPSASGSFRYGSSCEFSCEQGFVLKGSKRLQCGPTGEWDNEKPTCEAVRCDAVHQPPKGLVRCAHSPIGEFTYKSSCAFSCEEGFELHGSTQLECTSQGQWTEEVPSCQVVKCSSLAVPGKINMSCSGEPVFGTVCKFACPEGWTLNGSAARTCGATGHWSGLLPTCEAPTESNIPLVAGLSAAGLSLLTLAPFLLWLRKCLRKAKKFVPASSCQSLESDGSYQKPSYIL
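Assay system: HUVEC, human umbilical vein endothelial cells / Amount: 3,000 HUVEC/well / Controls: TNF-alpha positive control, DMSO neutral control / Compound dosing: single concentration / Medium: EGM-2 over gelatin coat / Evaluation: percent E-selectin-positive cells / Signal: immunofluorescence imaging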
EWS-Fli inh = blocks EWS/Fli oncoprotein-driven transcription; hit rate 0.67% among 350,000; AID 651661; A673 NR0B1-luciferase reporter, viability-normalised; inhibition, % at 12.6 µM;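 active = mean inhibition of at least 50% after viability correction, with every replicate also passing that limit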;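 note: firefly luciferase signal divided by Alamar Blue viability fluorescence both relative to DMSO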
Xi reactivation = reactivates the inactive X chromosome in mouse fibroblasts; XiGFP mouse fibroblasts, % GFP-positive cells imaging, 3 d; cells co-treated with 5-aza-dC sensitizer; scaled so ellipticine positive control = 100%; AID 743238; activation, % at 7.58 µM; hit rate 0.055% among 360,000;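 active = mean normalized replicate activation at least 10% and every replicate at or above 10%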;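 note: 0% = median of on-plate neutral control wells and 100% = ellipticine 6 µM median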
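material = 68-5-11 XiGFP fibroblast line | medium = DMEM plus 5-aza-dC sensitizer | schedule = 3 days compound exposure | benchmarks = positive control ellipticine, 6 µM final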
RAD52 inh = inhibitors of human RAD52 DNA annealing. inhibition, % at 18.7 µM. recombinant RAD52 DNA annealing, FRET fluorescence. P43351. hit rate 0.46% among 360,000;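 active = every replicate showing at least 50% inhibition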
Target sequence (P43351 whole entry, looked up): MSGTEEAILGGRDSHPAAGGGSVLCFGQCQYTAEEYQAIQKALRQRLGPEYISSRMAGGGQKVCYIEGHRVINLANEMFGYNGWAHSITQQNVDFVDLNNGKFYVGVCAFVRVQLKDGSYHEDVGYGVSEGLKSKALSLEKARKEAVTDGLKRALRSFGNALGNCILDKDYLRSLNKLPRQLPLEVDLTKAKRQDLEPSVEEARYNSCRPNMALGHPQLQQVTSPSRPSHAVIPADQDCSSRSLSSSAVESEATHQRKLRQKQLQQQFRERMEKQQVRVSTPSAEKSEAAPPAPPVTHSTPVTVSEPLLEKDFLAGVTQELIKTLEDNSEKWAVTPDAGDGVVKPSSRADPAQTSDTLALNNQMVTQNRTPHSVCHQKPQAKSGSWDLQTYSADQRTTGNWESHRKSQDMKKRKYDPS
S100A4 MyoIIA = S100A4-myosin IIA interaction inhibition | P26447 | S100A4/TAMRA-MyoIIA peptide fluorescence polarization | inhibition, % at 10.7 µM | hit rate 0.14% among 360,000;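 active = mean inhibition of at least 70% across replicates, with every replicate also reaching that level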
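Material: human S100A4 monomer with TAMRA-labelled myosin IIA peptide; buffer or medium: HEPES pH 7.2 with CaCl2, KCl, NaCl, DTT, Triton; compound dosing: one concentration per compound; schedule: 5 min incubation before reading; benchmarks: neutral control DMSO, positive control TFP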
RAD54 branch = RAD54 (human) branch migration inhibition | inhibition, % at 10.4 µM | Q92698 | AID 602329 | RAD54 Holliday junction branch migration, FAM/BHQ fluorescence | hit rate 0.14% among 360,000;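 active = mean normalized replicate activity at least 40 and at least half of replicates scoring 40 or more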;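 note: 0% = median of neutral control wells and 100% = median of positive control wells; inhibitors cause a drop in the FAM fluorescence signal; in these data hits start at about 50%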
esBAF inh = inhibitors of esBAF chromatin remodeling in mouse ES cells | Bmi1-luciferase knock-in reporter, 24 h; 100% = twice the neutral-well signal | reporter increase, % at 12.5 µM | hit rate 2% among 350,000 | AID 602393; in the data active = activation above about 40%;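 note: 0% = median of the plate's neutral control wells and 100% = double that signal; a rise in the Bmi1 reporter signal indicates esBAF inhibition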
FN deposition inh = fibronectin deposition inhibition; AH1F fibroblasts, Alexa488-fibronectin deposition fluorescence, overnight; inhibition, % at 12.6 µM; hit rate 0.086% among 350,000; AID 743247;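 active = mean inhibition across replicates of 30% or more, regardless of how many single replicates reach that level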;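 note: positive control wells lacked labelled fibronectin entirely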
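Assay system: AH1F fibroblasts assembling fluorescent fibronectin matrix; Amount: 10000 AH1F cells per well; Buffer or medium: DMEM, 2% serum; Probe or stimulus: Alexa488-fibronectin, 24 nM final in well; Doses: single compound dose, delivered by pin transfer; Incubation: 1 h adhesion, overnight exposure; Measured by: fluorescence 485/525 nm; Read-out: fibronectin deposition inhibition.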
Starred values were filed as active, the others as inactive; . = no result given. An unsorted share of the library; any-hit rate near 3%.

The first ten compounds (preview)
(1) C[C@@H]1CCCCO[C@H](CN(C)S(=O)(=O)c2ccccc2)[C@@H](C)CN([C@@H](C)CO)C(=O)c2cc(NC(=O)c3ccccc3)ccc2O1
(2) CCOC(=O)CCCNC(=O)COC(=O)/C=C/c1ccc2c(c1)OCO2
(3) CC(=O)NN1C(=O)c2ccccc2NC1c1ccoc1 (stereo not given)
(4) C[C@@H]1CCCCO[C@@H](CN(C)C(=O)CCCN(C)C)[C@H](C)CN([C@H](C)CO)C(=O)c2cc(NC(=O)Nc3ccccc3)ccc2O1
(5) CCCCn1c(N)c(N(Cc2ccccc2OC)C(=O)COc2cc(C)ccc2Cl)c(=O)[nH]c1=O
(6) Cc1ccc2cccc(SCC(=O)NCC#N)c2n1
(7) CN(C(=S)NC(=O)C12CC3CC(CC(C3)C1)C2)c1ccc(O)cc1
(8) COC(CNC(=O)c1ccc2c(c1)ncn2-c1cccc(C)c1)OC

assay / entry | 1 | 2 | 3 | 4 | 5 | 6 | 7 | 8
E-sel inducer | . | 1.6 | . | -0.1 | . | . | -0.1 | -0.2
EWS-Fli inh | -11 | -3 | 0 | -8 | 4 | -7 | -24 | -3
Xi reactivation | 0.3 | -0.6 | 0.0 | 0.0 | 0.5 | -0.1 | 0.2 | 0.0
RAD52 inh | -26 | -10 | -7 | 32 | -18 | -10 | -6 | -11
S100A4 MyoIIA | -15 | -5 | -2 | 5 | 5 | -3 | -3 | 0
RAD54 branch | -7 | . | 2 | 17 | . | . | 5 | -4
esBAF inh | -2 | . | -6 | 2 | . | . | 1 | -2
FN deposition inh | 6 | -18 | 1 | -2 | -2 | 1 | 1 | 1

(9) COc1cccc(/C=C/c2nc(C#N)c(NCC(C)C)o2)c1
(10) COc1ccc(CCNC(=O)CSC2=NS(=O)(=O)c3cc(F)ccc3N2)cc1OC

assay / entry | 9 | 10
E-sel inducer | . | .
EWS-Fli inh | 2 | -3
Xi reactivation | 0.0 | 0.0
RAD52 inh | -9 | -24
S100A4 MyoIIA | -1 | 0
RAD54 branch | -2 | 4
esBAF inh | 9 | -4
FN deposition inh | 2 | -10

All compounds of this part (from the top)
(1) C[C@@H]1CCCCO[C@H](CN(C)S(=O)(=O)c2ccccc2)[C@@H](C)CN([C@@H](C)CO)C(=O)c2cc(NC(=O)c3ccccc3)ccc2O1
(2) CCOC(=O)CCCNC(=O)COC(=O)/C=C/c1ccc2c(c1)OCO2
(3) CC(=O)NN1C(=O)c2ccccc2NC1c1ccoc1 (stereo not given)
(4) C[C@@H]1CCCCO[C@@H](CN(C)C(=O)CCCN(C)C)[C@H](C)CN([C@H](C)CO)C(=O)c2cc(NC(=O)Nc3ccccc3)ccc2O1
(5) CCCCn1c(N)c(N(Cc2ccccc2OC)C(=O)COc2cc(C)ccc2Cl)c(=O)[nH]c1=O
(6) Cc1ccc2cccc(SCC(=O)NCC#N)c2n1

assay / entry | 1 | 2 | 3 | 4 | 5 | 6
E-sel inducer | . | 1.6 | . | -0.1 | . | .
EWS-Fli inh | -11 | -3 | 0 | -8 | 4 | -7
Xi reactivation | 0.3 | -0.6 | 0.0 | 0.0 | 0.5 | -0.1
RAD52 inh | -26 | -10 | -7 | 32 | -18 | -10
S100A4 MyoIIA | -15 | -5 | -2 | 5 | 5 | -3
RAD54 branch | -7 | . | 2 | 17 | . | .
esBAF inh | -2 | . | -6 | 2 | . | .
FN deposition inh | 6 | -18 | 1 | -2 | -2 | 1

(7) CN(C(=S)NC(=O)C12CC3CC(CC(C3)C1)C2)c1ccc(O)cc1
(8) COC(CNC(=O)c1ccc2c(c1)ncn2-c1cccc(C)c1)OC
(9) COc1cccc(/C=C/c2nc(C#N)c(NCC(C)C)o2)c1
(10) COc1ccc(CCNC(=O)CSC2=NS(=O)(=O)c3cc(F)ccc3N2)cc1OC
(11) COc1cccc(OC)c1OCCCCN1CCCCC1
(12) Cc1cccc(-c2ccc([C@H]3[C@H](CO)N4C(=O)CN(S(=O)(=O)c5cccc(F)c5)C[C@@H]34)cc2)c1

assay / entry | 7 | 8 | 9 | 10 | 11 | 12
E-sel inducer | -0.1 | -0.2 | . | . | -0.1 | -0.2
EWS-Fli inh | -24 | -3 | 2 | -3 | 12 | 2
Xi reactivation | 0.2 | 0.0 | 0.0 | 0.0 | 0.3 | 0.0
RAD52 inh | -6 | -11 | -9 | -24 | -13 | 13
S100A4 MyoIIA | -3 | 0 | -1 | 0 | -7 | -22
RAD54 branch | 5 | -4 | -2 | 4 | -9 | .
esBAF inh | 1 | -2 | 9 | -4 | 2 | .
FN deposition inh | 1 | 1 | 2 | -10 | 5 | .

(13) O=C1COc2ccc(S(=O)(=O)N3CCN(c4ccccc4)CC3)cc2N1
(14) C=CCN=C1NC(c2ccccc2)C(C(=O)OC)=C(C)N1C (stereo not given)
(15) CCCNC(=O)c1c(CSc2ccc(Cl)cc2)noc1C(=O)NCc1ccccc1
(16) O=C(NC(=S)NC1CCSC1=O)c1ccccc1 (stereo not given)
(17) CC(Sc1nnc(COc2ccc(Cl)cc2)n1Cc1ccccc1)C(=O)O (stereo not given)
(18) COc1ccc(CN(C)C[C@H]2Oc3c(NC(=O)NC(C)C)cccc3C(=O)N([C@@H](C)CO)C[C@H]2C)cc1

assay / entry | 13 | 14 | 15 | 16 | 17 | 18
E-sel inducer | 3.4 | -0.3 | -0.2 | . | . | -1.6
EWS-Fli inh | -2 | -7 | 16 | -10 | 3 | 7
Xi reactivation | 0.2 | 0.2 | -0.1 | 0.1 | 0.0 | -0.8
RAD52 inh | -6 | -15 | -2 | -5 | -3 | 4
S100A4 MyoIIA | 1 | -2 | -2 | 3 | 2 | 2
RAD54 branch | -6 | . | -12 | . | . | -3
esBAF inh | -3 | . | -2 | . | . | 1
FN deposition inh | -2 | -1 | 3 | . | 10 | -1

(19) C[C@@H]1CN([C@H](C)CO)C(=O)c2cc(NC(=O)C3CCCCC3)ccc2O[C@H]1CN(C)S(=O)(=O)c1ccc(Cl)cc1
(20) COCC(=O)N1C[C@@H](C)[C@@H](OC)CN(C)C(=O)c2ccc(NS(C)(=O)=O)cc2OC[C@H]1C
(21) COc1ccc(N(C(C)=O)c2nc(C)cc(C)c2C#N)c(OC)c1
(22) c1ccc(-c2nccnc2-c2ccccc2)cc1
(23) CC(=O)Nc1cccc(NC=C(C#N)C#N)c1
(24) COC(=O)c1cc(NS(=O)(=O)c2ccc(N3CCOCC3)c([N+](=O)[O-])c2)cc(C(=O)OC)c1

assay / entry | 19 | 20 | 21 | 22 | 23 | 24
E-sel inducer | -0.3 | -0.2 | 1.7 | . | 0.5 | -2.5
EWS-Fli inh | 0 | -2 | -1 | 9 | 2 | 9
Xi reactivation | -0.2 | 0.6 | 0.3 | 0.0 | -0.1 | -0.2
RAD52 inh | -2 | -13 | -6 | -10 | -15 | -4
S100A4 MyoIIA | 5 | 4 | 6 | 2 | 0 | 13
RAD54 branch | 5 | 2 | . | . | . | .
esBAF inh | 1 | -3 | . | . | . | .
FN deposition inh | . | -15 | -14 | 0 | -2 | 5

(25) CC(C)(C)c1ccc(S(=O)(=O)NC(=O)C2(C)CCN2C(=O)Cc2cccs2)cc1 (stereo not given)
(26) O=C(C[C@@H]1C/C=C/CC[C@H](Cc2ccc(F)cc2)C(=O)OCCNC1=O)N[C@H](CO)Cc1ccccc1
(27) CC(=O)c1ccc(OCC(O)CN2C(C)(C)CC(O)CC2(C)C)cc1 (stereo not given)
(28) CCOC(=O)/C(Sc1nc(-c2ccccc2)cc(-c2ccccc2)c1C#N)=C(\C)O
(29) CCc1cccc(NC(=O)Cn2cc(C=O)c3ccccc32)c1
(30) CCN(C(=O)CSc1nc2ccccc2n1C)C1CCS(=O)(=O)C1 (stereo not given)

assay / entry | 25 | 26 | 27 | 28 | 29 | 30
E-sel inducer | 0.0 | 1.0 | . | 0.0 | 1.2 | .
EWS-Fli inh | 8 | 0 | 0 | -5 | 16 | -3
Xi reactivation | 0.2 | -0.1 | 0.0 | 0.6 | -0.1 | 0.7
RAD52 inh | -11 | -2 | -11 | -11 | -15 | -3
S100A4 MyoIIA | 7 | -23 | 5 | 0 | -13 | 2
RAD54 branch | 6 | 8 | 2 | . | 13 | 0
esBAF inh | -2 | 5 | -7 | . | 7 | -7
FN deposition inh | -4 | 1 | 2 | -6 | -1 | -15

(31) COc1ccccc1N(CC(=O)NC(C)(C)C)C(=O)CCC(=O)Nc1ccccn1
(32) O=C(CSCc1ccc(C(=O)O)cc1)Nc1ccccc1
(33) c1cnc2c(-c3ccc4nccn4c3)cccc2c1
(34) COc1ccc(/C=N\NC(=O)c2ccccc2[N+](=O)[O-])cc1COc1c(F)c(F)c(F)c(F)c1F
(35) CC(C)CC#Cc1cnc2c(c1)C(=O)N([C@H](C)CO)C[C@@H](C)[C@@H](CN(C)C(=O)c1ccc3c(c1)OCO3)O2
(36) CCC1CCCCN1CCCNC(=O)Cn1cnc2sc(C)c(S(=O)(=O)N3CCC(C)CC3)c2c1=O (stereo not given)

assay / entry | 31 | 32 | 33 | 34 | 35 | 36
E-sel inducer | -0.1 | . | 0.1 | -0.2 | 0.2 | .
EWS-Fli inh | -6 | 1 | 11 | . | 5 | 7
Xi reactivation | 0.0 | 0.1 | 0.4 | -0.1 | -0.6 | 0.3
RAD52 inh | -8 | -6 | -6 | -6 | 17 | -12
S100A4 MyoIIA | 4 | -6 | -8 | 9 | 0 | 5
RAD54 branch | -5 | . | -4 | -3 | 11 | -4
esBAF inh | -11 | . | 4 | . | 2 | -4
FN deposition inh | 1 | 2 | 5 | -5 | . | -3

(37) CCCCC1CCCOC(C(=O)NCCNCCO)(C(F)(F)F)C1 (stereo not given)
(38) O=C(CSc1ccccn1)N/N=C/C=C/c1ccccc1
(39) Cc1cc(C)cc(NC(=O)CCn2c(=O)c3cccn3c3ccccc32)c1
(40) Cc1noc(C)c1COC(=O)CNC(=O)c1cccc(F)c1
(41) CC(C)(C)CN1CCNC(=O)C1CC(=O)NCCc1cnn(-c2ccccc2)c1 (stereo not given)
(42) O=S1(=O)N[C@@H](c2ccccc2)COc2cc(Br)ccc21
(43) CS(=O)(=O)NN1C(=O)c2ccccc2NC12CCCC2
(44) O=C(CCCN1C(=O)/C(=C\c2cccs2)SC1=S)Nc1cc([N+](=O)[O-])ccc1O
(45) CO[C@H]1CN(C)C(=O)c2ccc(NC(=O)C3CCOCC3)cc2OC[C@@H](C)NC[C@@H]1C

assay / entry | 37 | 38 | 39 | 40 | 41 | 42 | 43 | 44 | 45
E-sel inducer | . | 0.0 | 2.8 | 3.8 | -5.3 | . | -0.6 | 0.0 | -0.1
EWS-Fli inh | -12 | -8 | . | -4 | -4 | 0 | 3 | . | 2
Xi reactivation | 0.0 | 0.4 | 0.1 | 0.1 | 0.0 | 0.3 | 0.0 | 0.1 | 0.1
RAD52 inh | 4 | -25 | -20 | -10 | -22 | -4 | -13 | -28 | -3
S100A4 MyoIIA | 2 | 0 | -2 | 11 | -10 | -3 | 4 | 11 | -5
RAD54 branch | -11 | . | -7 | . | 2 | -4 | . | -8 | -4
esBAF inh | -1 | . | -19 | . | 0 | -5 | 2 | 2 | -4
FN deposition inh | -5 | -10 | 15 | -16 | 1 | -1 | 2 | 2 | 2
